# Bioassay records (PubChem)
# NS5 inhibitors = Dengue-2 NS5 methyltransferase inhibitors, primary screen, biochemical, confirmation dose response (AID 588689). Dengue-2 NS5 methyltransferase capping enzyme assay, biochemical; higher % means a stronger effect. one-dose inhibition, % at 25 µM; IC50 in µM for titrated hits. hit rate 0.3% among 340,000; in the data active = a potency from the dose series; inconclusive = inhibition above about 29% without an active follow-up result
# NS5 inhibitors pilot replicate = second read-out of NS5 inhibitors, no call of its own (marks repeat the call); inhibition, %; measured here: pilot screen replicate inhibition
# Active calls of the source: *; ? = inconclusive.
SMILES,NS5 inhibitors,others
Cc1cc(C)n(-c2ccc(C(=O)OCC(=O)Nc3ccc(S(N)(=O)=O)cc3)cc2)n1,8%,
OCCN1CCN(CC/C=C2/c3ccccc3Sc3ccc(Cl)cc32)CC1,-5%,
O=C(O)c1cc(N2CCCCC2)ccn1,-1%,
Cn1c2ccccc2c(=O)c2ccc(NCc3ccc4c(c3)OCO4)cc21,?,
CCCNC(=O)c1onc(CSc2ccccc2)c1C(=O)NCCC,0%,
O=C(CCCCCCCC(=O)N1CCCCC1)N1CCCCC1,-4%,
O=C(CCNS(=O)(=O)c1ccc(Br)cc1)NCC1CCCO1 (stereo not given),-3%,
CCOc1ccc(NS(=O)(=O)c2ccc(Cl)c(N=Nc3c(O)[nH]c(=S)[nH]c3=O)c2)cc1Br,44µM*,
COc1ccc2c(c1)CCc1cnoc1-2,1%,
O=C(COC(=O)C1CCN(c2ccc(C(F)(F)F)cn2)CC1)c1ccc(F)cc1,-5%,
Cc1cc(N2CCCC2)ccc1NC(=O)CN1C(=O)NC2(CCCCC2)C1=O,3%,
CCCNC(=O)C[C@H]1C[C@H]2c3cc(NC(=O)Nc4ccc(F)cc4)ccc3O[C@H]2[C@@H](CO)O1,0%,
CCOc1ccccc1-n1nnnc1SCC(=O)NCC1(N2CCOCC2)CCCCC1,2%,
OCC[C@H]1C[C@@H](O)[C@H](O)[C@]2(OCCc3ccccc32)O1,-4%,
O=C(COC(=O)c1ccc(Cl)c(S(=O)(=O)N2CCCCCC2)c1)NCc1ccccc1,1%,
Cc1ccc(CC(NC(=O)C2CCCCC2)C(=O)O)cc1 (stereo not given),4%,NS5 inhibitors pilot replicate=2.4
CCN(CC)S(=O)(=O)c1ccc(S(=O)(=O)Nc2c(C)nn(C)c2C)cc1,-7%,
Cc1ccc(C(=O)NCC(=O)OCC(=O)N(CC(C)C)c2c(N)n(Cc3ccccc3)c(=O)[nH]c2=O)s1,-5%,
Nc1nonc1-n1nnc(C(=O)N/N=C/c2cc(Cl)ccc2O)c1CN1CCCCCC1,-4%,
Clc1ccc(CNc2ncnc3[nH]ncc23)c(Cl)c1,10%,
CC1CCCN(CCCNC(=O)c2ccc3c(c2)N(Cc2cccc(Cl)c2)C(=O)c2ccccc2S3=O)C1 (stereo not given),-4%,
C[C@H](CO)N1C[C@H](C)[C@H](CN(C)C(=O)C2CC2)OCc2cnnn2CCCC1=O,-4%,
CN(c1ccc(OC(=O)CN2C(=O)NC3(CCCC3)C2=O)cc1)S(=O)(=O)c1ccccc1,-4%,
CC(C)C[C@@H](CN)NC(=O)c1nc[nH]c1C(=O)N[C@@H](Cc1c[nH]c2ccccc12)C(=O)CNC[C@H](C)NC(=O)c1nc[nH]c1C(=O)N[C@@H](C)C(=O)O,3%,NS5 inhibitors pilot replicate=-2.5
C[C@H](CO)N1C[C@H](C)[C@@H](CN(C)C(=O)NC2CCCCC2)Oc2ccc(NS(=O)(=O)c3ccc(F)cc3)cc2C1=O,-2%,

# Compounds shown so far containing a carbonyl joined to an NH by a bond outside any ring (13):
SMILES,NS5 inhibitors,others
Cc1cc(C)n(-c2ccc(C(=O)OCC(=O)Nc3ccc(S(N)(=O)=O)cc3)cc2)n1,8%,
CCCNC(=O)c1onc(CSc2ccccc2)c1C(=O)NCCC,0%,
O=C(CCNS(=O)(=O)c1ccc(Br)cc1)NCC1CCCO1 (stereo not given),-3%,
Cc1cc(N2CCCC2)ccc1NC(=O)CN1C(=O)NC2(CCCCC2)C1=O,3%,
CCCNC(=O)C[C@H]1C[C@H]2c3cc(NC(=O)Nc4ccc(F)cc4)ccc3O[C@H]2[C@@H](CO)O1,0%,
CCOc1ccccc1-n1nnnc1SCC(=O)NCC1(N2CCOCC2)CCCCC1,2%,
O=C(COC(=O)c1ccc(Cl)c(S(=O)(=O)N2CCCCCC2)c1)NCc1ccccc1,1%,
Cc1ccc(CC(NC(=O)C2CCCCC2)C(=O)O)cc1 (stereo not given),4%,NS5 inhibitors pilot replicate=2.4
Cc1ccc(C(=O)NCC(=O)OCC(=O)N(CC(C)C)c2c(N)n(Cc3ccccc3)c(=O)[nH]c2=O)s1,-5%,
Nc1nonc1-n1nnc(C(=O)N/N=C/c2cc(Cl)ccc2O)c1CN1CCCCCC1,-4%,
CC1CCCN(CCCNC(=O)c2ccc3c(c2)N(Cc2cccc(Cl)c2)C(=O)c2ccccc2S3=O)C1 (stereo not given),-4%,
CC(C)C[C@@H](CN)NC(=O)c1nc[nH]c1C(=O)N[C@@H](Cc1c[nH]c2ccccc12)C(=O)CNC[C@H](C)NC(=O)c1nc[nH]c1C(=O)N[C@@H](C)C(=O)O,3%,NS5 inhibitors pilot replicate=-2.5
C[C@H](CO)N1C[C@H](C)[C@@H](CN(C)C(=O)NC2CCCCC2)Oc2ccc(NS(=O)(=O)c3ccc(F)cc3)cc2C1=O,-2%,

# Next structures follow.
SMILES,NS5 inhibitors,others
CN(C(=O)COn1nnc2ccc(Cl)cc21)C1CCS(=O)(=O)C1 (stereo not given),-9%,
COc1cc(C(=O)N2CC(=O)Nc3ccccc32)cc(OC)c1OC,1%,
CC1CCN(S(=O)(=O)c2ccc(NC(=O)[C@@H]3CCCN3C(=O)c3cccs3)cc2)CC1,-3%,
CS(=O)(=O)c1ccc(Cl)c(NC(=O)COC(=O)CCN2C(=O)C3CC=CCC3C2=O)c1 (stereo not given),-5%,
COc1ccccc1CCc1nnc(CCC(=O)NCCC2CCCCO2)o1 (stereo not given),3%,
COc1ccccc1CNC(=O)COC(=O)CNS(=O)(=O)c1ccc(NC(C)=O)cc1,11%,
CC1CCCCC1NC(=O)COC(=O)c1ccc([N+](=O)[O-])o1 (stereo not given),-5%,
N#Cc1ccccc1OCC(=O)Nc1ccccc1C(=O)NC1CC1,1%,
O=C(Nc1cccnc1)c1cccc(S(=O)(=O)Nc2cccc(Cl)c2)c1,-8%,
COc1cc(N(C(C)=O)c2ccc(O)cc2)c2ncccc2c1,6%,
CCN1/C(=C/C=C2/SC(=Nc3cccc4ncccc34)N(C)C2=O)Sc2ccccc21,-12%,
O=C(CSc1nnc(NC2CC2)s1)NN1C(=O)NC2(CCCCC2)C1=O,3%,
Cc1ccccc1OCCC(=O)Nc1ccccc1C(=O)NC1CC1,-4%,
COc1cccc(CNC(=O)c2ccc(CS(=O)Cc3ccccc3Cl)o2)c1 (stereo not given),4%,
Cc1cccc(NC(=O)c2cccc(S(=O)(=O)N3CCCC3)c2)n1,-5%,
CN(CC(=O)Nc1ccc(N2CCOCC2)cc1)C(=O)c1cn(-c2ccccc2)nc1-c1ccccc1,4%,
CCN(CC)CCn1c2c(c(SCC(=O)Nc3nc(C)cs3)nc1=O)CCCC2,1%,
O=C(COC(=O)c1cccc(S(=O)(=O)N2CCCCC2)c1)NCc1ccccc1,1%,
C=CC[C@@H](Cc1ccc(F)cc1)C(=O)OC[C@@H]1CCCN1C(=O)[C@H](CC=C)CC(=O)N[C@H](CO)Cc1ccccc1,10%,
CC(=O)C1=C(O)C2(C)c3c(O)c(C)c(O)c(C(C)=O)c3OC2CC1=O (stereo not given),-11%,
COc1cccc(N2CCN(CC(=O)Nc3ccccc3C(=O)NCCc3ccccc3)CC2)c1,-7%,
COc1ccc(N2CC(NC(=O)N3CCN(C(=O)c4ccco4)CC3)CC2=O)cc1OC (stereo not given),-4%,
COc1ccc(CN(C)C(=O)Cn2cnc3c(NCc4ccccc4)ncnc32)cc1OC,-11%,NS5 inhibitors pilot replicate=-9.2
CC(=O)Nc1ccc(SCCN2CC[C@@H](O)CCC2=O)cc1,-16%,
CCn1ncc(C(=O)Nc2ccc(F)cc2)c1C,5%,

# Overlap with the part before: two compounds, then new ones.
SMILES,NS5 inhibitors,others
CC(=O)Nc1ccc(SCCN2CC[C@@H](O)CCC2=O)cc1,-16%,
CCn1ncc(C(=O)Nc2ccc(F)cc2)c1C,5%,
Cc1cc(NC(=O)COC(=O)[C@@H]2CCCN2C(=O)c2cccs2)no1,6%,
Cc1cc(Br)ccc1NC(=O)CNC(=O)CN(C)C1CCS(=O)(=O)C1 (stereo not given),1%,
CCN(CC(=O)NCc1ccc(Cl)cc1)C(=O)CSc1ccccc1,-7%,
C=CC[C@H](CC(=O)N(CCO)Cc1ccccc1)C(=O)N[C@@H](COC(=O)[C@@H](CC=C)Cc1ccc(F)cc1)Cc1c[nH]c2ccccc12,4%,NS5 inhibitors pilot replicate=2.1
CCN(CC)S(=O)(=O)c1ccc(N2CC(C(=O)NCc3ccco3)CC2=O)cc1 (stereo not given),-5%,
CCn1nc(C(=O)N2CCN(Cc3nc4ccccc4s3)CC2)c2ccccc2c1=O,-7%,
C#CCOCCOCCOCCNc1nc(N2CCN(C(=O)CCCCCCCCCCNC(=O)Cn3cc(CCCCCN)nn3)CC2)nc(N2CCN(C(=O)CCCCCCCCCCNC(=O)[C@@H]([C@H](C)O)n3cc(C)nn3)CC2)n1,-5%,
CC(C)Cc1ccc(C(C)C(N)=Nc2ccc(O)cc2)cc1 (stereo not given),6%,
COc1ccc(/C=C/C(=O)OCC(=O)N(C)c2c(N)n(Cc3ccccc3)c(=O)[nH]c2=O)cc1OC,-2%,
Cc1ccc(C2C(C(=O)c3sc(-c4ccccc4)nc3C)=C(O)C(=O)N2CCN(C)C)o1 (stereo not given),-4%,
COc1c(OC(C)=O)c(=O)n2c3ccccc3c3ccnc1c32,9%,
CC1CCN(C(=O)COC(=O)Cn2cnc3c2c(=O)n(C)c(=O)n3C)CC1,-7%,
Cc1cc(C(=O)NC2CCCC(C)C2C)c2ccccc2n1 (stereo not given),-1%,
CCCCN(C(=O)c1cc2c(s1)CCCC2)c1c(N)n(CCC)c(=O)[nH]c1=O,5%,
C[C@H](O)Cc1cc2ccccc2c(=O)o1,-14%,
CCOc1ccc(C(=O)CC(C(=O)O)N2CCN(Cc3ccccc3)CC2)cc1 (stereo not given),26%,
COc1cc(CC(=O)N2CCN(S(=O)(=O)c3ccc(C)cc3)CC2)cc(OC)c1OC,-9%,
Cc1cccc(NS(=O)(=O)c2cccc(C(=O)NCC3(N4CCCCC4)CCCCC3)c2)c1,-8%,
CC(=O)NC1CC2CCCC(C1)N2C(=O)Nc1cccc(C)c1 (stereo not given),-8%,
COc1ccc(-c2ccc3c(c2)O[C@@H](CN(C)C(=O)c2ccccc2F)[C@@H](C)CN([C@@H](C)CO)S3(=O)=O)cc1,-1%,
CCOc1ccccc1C(=O)NCC(=O)OCc1csc(CC(=O)Nc2ccc(C)cc2)n1,-6%,
CC1(C)C[C@H]2C3=CCC4[C@@]5(C)CC[C@H](O)[C@](C)(CO)C5CC[C@@]4(C)[C@]3(C)CC[C@@]2(C)[C@H](O)[C@@H]1O (stereo not given in full),-2%,
C=CCNc1oc(C2CCCC2)nc1C#N,-4%,
CCOc1cc(N2CCOCC2)c(OCC)cc1NC(=O)c1cc(S(=O)(=O)N2CCOCC2)ccc1Cl,-7%,
CSc1ncccc1C(=O)OCC(=O)N1CCCC1,-2%,
# Next entries
SMILES,NS5 inhibitors,others
CC(Oc1ccccc1)C(=O)Nc1nc(-c2ccncc2)cs1 (stereo not given),7%,
CCN(C(=O)COC(=O)c1c(NC(C)=O)sc(C)c1C)c1c(N)n(Cc2ccccc2)c(=O)[nH]c1=O,-7%,
CCN1CCN(c2ccc(S(=O)(=O)N3CCCCC3)cc2NC(=O)c2cccc(NC(C)=O)c2)CC1,-4%,
O=c1cc(CO)[nH]nc1CO,3%,
COC(=O)[C@]1(Cc2ccccc2)N[C@H](c2ccc(-c3cccc(Cl)c3)cc2)[C@@H]2C(=O)N(C)C(=O)[C@@H]21,0%,
COc1ccc(C(CNC(=O)C2CC(=O)N(Cc3ccccc3)C2)N2CCOCC2)cc1 (stereo not given),11%,
CCCN(C1CCS(=O)(=O)C1)S(=O)(=O)c1ccc2ccccc2c1 (stereo not given),-7%,
CCOc1ccc(CCNC(=O)C2CC(=O)N(Cc3ccc(C)cc3)C2)cc1OCC (stereo not given),2%,
COc1ccc(OCCC(=O)OCC(=O)Nc2cccc(S(=O)(=O)N3CCCCC3)c2)cc1,-18%,
O=C(NCc1ccccc1F)c1cccc(S(=O)(=O)N2CCCCC2)c1,-1%,
Cc1ccsc1C(=O)Nc1ccccc1N1CCCC1,-2%,
CC(=O)Nc1ccc(Cl)cc1C(=O)c1ccc[nH]1,2%,
Cc1ccc(C)c(S(=O)(=O)N2CCCC2CNC(=O)C(=O)NC2CCCCCC2)c1 (stereo not given),-2%,
CCOc1ccc(NS(=O)(=O)c2ccc(C(=O)NCC(c3ccc(OC)cc3)N3CCOCC3)cc2)cc1 (stereo not given),-2%,
COc1ccc(S(=O)(=O)N2CCOCC2)cc1NC(=O)CSc1cc(C)ccc1C,-4%,
CN(c1ccccc1)S(=O)(=O)c1ccc(C(=O)NCc2cccnc2)cc1,-1%,
CC[C@]12c3[nH]c4cc(CCC(=O)N(C)C)ccc4c3CCN1C(=O)[C@@H](CC(=O)NCCCOC)C[C@@H]2C(=O)N1CCN(C(=O)C2CC2)CC1,-5%,
Cc1ccc(OCCC(=O)Nc2ccc(C)c(S(=O)(=O)N3CCOCC3)c2)cc1,-5%,
CCCCN1C(=O)CC(SC2CC(=O)N(CCCC)C2=O)C1=O (stereo not given),-12%,
Cc1ccccc1C(=O)N1CCC(C(=O)Nc2ccc(S(=O)(=O)N3CCOCC3)cc2)CC1,1%,
Nn1c(SCC(=O)Nc2ccc3c(c2)CCC3)nnc1C1CC1,-5%,
Cc1ccc(C(=O)O)cc1NC(=O)CCc1c(C)noc1C,1%,
NC(=O)c1ncn([C@@H]2O[C@H](CNCc3ccccc3C#Cc3ccccc3)[C@@H](O)[C@H]2O)n1,1%,
CN(CCc1ccccc1)C(=O)c1ccc(NC(=O)Cc2ccc(NC(=O)C3CCN(C(=O)C4CCC4)CC3)cc2)cc1,0%,NS5 inhibitors pilot replicate=3.4
COc1cc(OC)cc(C(=O)NNC(=O)CN2C(=O)NC(C)(c3ccc(C)cc3)C2=O)c1 (stereo not given),-4%,
COc1ccccc1OCC(=O)Nc1ccccc1C(=O)NC1CC1,-7%,
CCN(CC(=O)Nc1ccccc1OC)C(=O)c1cc(-c2ccccc2)nn1-c1ccccc1,-7%,
CCOc1ccc(S(=O)(=O)NCc2ccncc2)cc1NC(=O)c1ccccc1,-4%,
CCOc1ccc(-c2cc(C(=O)N/N=C/c3ccc(O)cc3)c3ccccc3n2)cc1,2%,

# A portion of the library; count on the stated rates, not on these rows.
